# Assay outcomes from PubChem BioAssay.
# TDP2 inh – blocks human TDP2 phosphodiesterase activity; 0.34% of 370,000 active; inhibition, % at 12.8 µM; O95551; AID 720702; recombinant TDP2, T5PNP hydrolysis, p-nitrophenol absorbance 415 nm;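 active = inhibition above the mean of all tested compounds plus 3 SD, set per campaign, cut at about 25% in these data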;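 also: 0% = DMSO with enzyme and 100% = buffer with substrate but no TDP2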
#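 System: recombinant human TDP2 / Amount: 120 nM TDP2 per well / Also added: 5 mM T5PNP chromogenic substrate / Doses: 12.8 µM single point, 1% DMSO / Incubation: 2 h at 37 °C / Detection: p-Nitrophenol epi absorbance / Evaluation: % inhibition relative to enzyme-containing and enzyme-free wells / Repeats: singlicate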
# DDE Tn7 FP inh – DD(E)-Tn7 binding inhibition, primary FP screen; P02675; inhibition, % at 8.3 µM; 0.13% of 370,000 active; FP displacement of FITC-Tn7 peptide from fibrin DD(E); 0% = median of compound wells per plate;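 active = inhibition above the mean of compounds falling within the control limits plus 3 SD of them, cut at about 14% in these data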;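 also: 0% = plate median of compound wells and 100% = 10 µM Aha-Tn7 peptide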
#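 Assay system: human fibrin DD(E). Input: DD(E) 2 µM final. Medium: Tris buffer with calcium and detergent, pH 7.8. Compound dosing: single point at 8.3 µM. Timing: 10 min plus 3 h, room temperature. Technique: fluorescence polarization of the labelled Tn7 tracer. Read-out: percent inhibition. Replicates: singlicate testing.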
# ADAM10 inh – inhibits human ADAM10. inhibition, % at 7 µM. recombinant ADAM10, EDANS/DABCYL FRET peptide cleavage, 3 h. 0.62% of 370,000 active. O14672;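 active = inhibition above a per-campaign cutoff equal to the mean of compounds falling between control-based bounds plus 3 SD, cut at about 20% in these data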;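 also: 0% = DMSO wells while the 100% control is not disclosed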
# ADAM17 inh – inhibitors of human ADAM17. inhibition, % at 6.95 µM. 0.83% of 370,000 active. recombinant ADAM17, EDANS/DABCYL FRET peptide cleavage;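 active = inhibition above the mean of compounds lying between control limits plus 3 SD, set per campaign, cut at about 8.5% in these data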;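 also: 0% = DMSO-only wells as the low control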
# Target sequence (P78536 215-824 limits assumed): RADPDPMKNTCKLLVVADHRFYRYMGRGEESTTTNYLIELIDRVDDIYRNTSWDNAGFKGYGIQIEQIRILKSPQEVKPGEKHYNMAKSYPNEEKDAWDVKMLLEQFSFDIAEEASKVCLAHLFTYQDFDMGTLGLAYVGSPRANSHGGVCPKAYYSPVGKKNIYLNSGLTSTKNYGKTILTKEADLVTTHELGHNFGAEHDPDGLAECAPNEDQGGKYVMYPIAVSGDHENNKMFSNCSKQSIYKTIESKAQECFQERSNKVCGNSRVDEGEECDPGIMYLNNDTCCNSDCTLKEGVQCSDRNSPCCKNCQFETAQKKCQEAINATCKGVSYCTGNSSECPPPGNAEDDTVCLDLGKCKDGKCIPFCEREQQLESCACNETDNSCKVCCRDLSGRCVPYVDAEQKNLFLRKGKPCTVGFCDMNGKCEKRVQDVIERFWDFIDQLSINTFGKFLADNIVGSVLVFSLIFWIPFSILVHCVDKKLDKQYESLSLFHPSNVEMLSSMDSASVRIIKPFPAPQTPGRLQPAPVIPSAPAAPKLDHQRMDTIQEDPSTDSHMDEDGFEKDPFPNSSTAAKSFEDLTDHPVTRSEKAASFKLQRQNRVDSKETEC
# KLK7 zymogen act – activates the human kallikrein-7 zymogen. activation, % at 7 µM. P49862. purified proKLK7, EDANS-DABCYL substrate fluorescence; 100% is mature enzyme control, 0% vehicle. 0.9% of 370,000 active;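 active = activation above the mean of all tested compounds plus 3 SD, computed per campaign excluding outliers beyond control limits, cut at about 13% in these data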
# ARFGAP1 inh – inhibitors of rat ARFGAP1; Arfgap1-stimulated ARF1 GTP hydrolysis, GDP FP detection; inhibition, % at 16.5 µM; 0.26% of 360,000 active; AID 651572;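 active = inhibition above a per-plate limit, mean inhibition of low control wells plus 3 SD, cut at about 25% in these data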;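 also: 0% = DMSO wells with enzyme and 100% = wells lacking Arfgap1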
#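 Material: truncated rat Arfgap1 GAP domain; Incubation: compound-enzyme preincubation 20 min, reaction 120 min, detection 60 min, 25 °C; Read-out: percent inhibition of Arfgap1-stimulated GTP hydrolysis; Technique: FP, GDP Alexa 633 tracer displaced from anti-GDP antibody, 620/688 nm; Controls: No-Arfgap1 wells (100%) versus DMSO full-reaction wells (0%); Replication: single well per compound.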
# LEDGF integ inh – blocks HIV-1 LEDGF/p75-dependent DNA integration | 0.64% of 370,000 active | TR-FRET IN-LEDGF/p75 DNA integration, Eu/Cy5 | inhibition, % at 3.7 µM;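 active = inhibition above the screen-wide mean plus 3 SD, cut at about 13% in these data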;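 also: signal is the Cy5 over europium emission ratio at 671 and 618 nm; 0% = plate median of compound wells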
# ASAP1 GAP inh – blocks human ASAP1-stimulated Arf1 GTP hydrolysis; Q9ULH1; GDP FP detection; inhibition, % at 16.5 µM; 0.19% of 360,000 active; in the data active = inhibition above about 25%;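 also: 0% = vehicle with enzyme and substrate and 100% = no enzyme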
# Target sequence (Q9ULH1 325-724 limits assumed): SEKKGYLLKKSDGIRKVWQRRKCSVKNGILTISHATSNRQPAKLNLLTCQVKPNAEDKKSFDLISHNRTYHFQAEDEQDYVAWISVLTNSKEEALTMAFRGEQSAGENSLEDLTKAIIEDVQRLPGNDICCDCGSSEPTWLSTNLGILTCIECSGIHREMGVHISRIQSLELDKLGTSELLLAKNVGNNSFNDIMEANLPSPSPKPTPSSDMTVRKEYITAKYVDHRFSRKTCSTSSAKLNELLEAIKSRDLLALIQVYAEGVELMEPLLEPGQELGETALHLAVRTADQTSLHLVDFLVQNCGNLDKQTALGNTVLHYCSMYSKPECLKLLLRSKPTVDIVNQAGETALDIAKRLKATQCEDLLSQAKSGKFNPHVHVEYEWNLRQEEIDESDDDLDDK
# DDE Tn6 FP inh – DD(E)-Tn6 binding inhibition, primary FP screen | Fibrin DD(E) TRITC-Tn6 fluorescence polarization displacement | inhibition, % at 8.3 µM | 0.21% of 370,000 active;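 active = inhibition above a per-campaign cutoff: mean of compounds within control limits plus 3 SD, cut at about 15% in these data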;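 also: 0% = median of all compound wells on the plate and 100% = blocking peptide control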
# PLCg1 inh – PLC-gamma1 (human) inhibition, primary screen; 0.84% of 370,000 active; purified PLC-gamma1, fluorogenic substrate, fluorescence; P19174; AID 720700; inhibition, % at 12.2 µM; in the data active = inhibition above about 9.5%
# An asterisk follows results filed as active; i = inactive; . = no result given.
# Each structure is followed by: PLCg1 inh	DDE Tn6 FP inh	TDP2 inh	KLK7 zymogen act	ASAP1 GAP inh	ADAM17 inh	ARFGAP1 inh	DDE Tn7 FP inh	ADAM10 inh	LEDGF integ inh
Cc1cccc(NC(=S)NCCCN2CCOCC2)c1
 : 3.4	-0.9	-5.5	-0.5	-4.0	-2.8	8.0	3.4	0.2	-7.2
CCOc1ccc(S(=O)(=O)N2CCCCC2)cc1NC(=O)C1CCCC1
 : 0.0	2.4	4.6	-0.2	1.6	-1.4	15.9	-4.6	1.5	1.3
CCC1(C)CC2(CCCN(CCC(=O)c3ccccc3)C2)CCO1 (stereo not drawn)
 : 4.7	0.2	-4.9	-0.1	-9.9	-0.3	5.7	-1.2	1.5	6.1
O=C(CN1CCN(C(=O)CNC(=O)c2ccc3c(c2)OCO3)CC1)Nc1ccccc1Cl
 : -1.3	5.7	2.6	0.1	2.8	-6.6	-4.0	-1.4	-13.1	1.4
CN(C(=O)CSc1nnc(N)s1)C1CCCCC1
 : -2.2	-5.2	-3.9	0.0	-1.7	3.4	4.8	-2.9	-9.9	0.7
C/C(=N\Nc1nc(-c2ccccc2)cs1)c1cccs1
 : -8.3	0.8	-10.0	-0.1	-9.1	-0.5	-6.1	2.5	-2.5	-1.5
COc1cc(S(=O)(=O)Nc2ccc(C(=O)NCC(=O)O)cc2)ccc1NC(C)=O
 : -0.8	-1.0	-3.7	-0.2	-6.3	-3.8	1.0	1.7	-4.0	-8.3
CN(C)/C=C/C(=O)c1ccc2noc(-c3ccccc3)c2c1
 : -18.9	-1.2	16.7	-0.9	17.3	-1.3	-11.6	-0.1	-0.2	3.3
COc1ccc(C(=O)CC(=O)C(=O)Nc2c(C)cccc2C)cc1
 : -1.7	-0.9	5.8	0.0	-10.0	-0.5	5.0	-7.4	6.4	5.0
CNC(=S)N(CCO)Cc1cc2cc3c(cc2[nH]c1=O)OCO3
 : -26.4	5.3	13.0	2.3	-7.1	-120.0	2.7	-0.2	-290.0	-0.3
O=c1cc(C(F)(F)F)[nH]c2ccccc12
 : 0.5	2.4	-4.9	-0.2	19.1	-6.3	6.8	-0.4	-11.0	-0.5
O=C(CSc1ccc([N+](=O)[O-])cc1)NNC(=O)c1ccccc1F
 : 2.4	-8.8	-9.2	-0.1	-16.3	0.0	7.2	-3.8	3.0	-1.8
COc1cc(NC(=O)COc2ccccc2)c(OC)cc1NC(C)=O
 : 1.7	-1.2	12.9	0.0	0.0	0.2	6.5	2.9	-1.5	5.8
O=C(CCCc1c[nH]c2ccccc12)N1CCCCCC1
 : -11.9	-5.0	-3.7	-0.4	-3.0	-3.8	0.9	2.4	-18.8	-0.4
O=S(=O)(CC1NCCc2ccccc21)NCc1ccc(F)cc1 (stereo not drawn)
 : 1.7	-1.4	-8.4	0.1	.	-2.6	.	4.3	-4.5	-0.3
COc1ccc(-c2nc3ccccc3c(=O)n2N)cc1
 : 0.8	2.1	2.0	0.7	3.0	1.7	15.6	-7.0	4.4	-1.5
O=S(=O)(NCc1ccccc1)c1ccc(-c2cnc(C3CC3)o2)cc1
 : -3.2	3.8	-3.9	0.4	6.7	-3.5	14.6	-7.4	-11.5	0.5
CCc1ccc2c(c1)C(=O)C(=O)N2CCS(=O)(=O)c1ccccc1
 : -1.5	5.5	-5.0	0.6	1.0	-1.2	10.7	5.6	-3.6	-0.5
CCC(=O)N(NC1=NS(=O)(=O)c2ccccc21)S(=O)(=O)c1ccc(C)cc1
 : -3.4	4.9	8.6	0.3	4.2	-2.0	18.6	-3.1	-1.3	5.7
CC1CCCN(Cc2nc3c(c(=O)n(C)c(=O)n3C)n2Cc2c(F)cccc2Cl)C1 (stereo not drawn)
 : 4.5	1.8	4.6	-0.1	-4.0	-1.0	-11.9	1.4	0.4	1.2
N#Cc1c(-c2ccccc2)nc(SCc2cccc(Cl)c2)[nH]c1=O
 : -8.2	1.7	1.7	0.0	-3.1	-4.1	-11.3	9.1	5.0	8.9
COc1ccc(NC(=O)C2=C(C)C(=O)OC23CCC(C)CC3)cc1Cl (stereo not drawn)
 : -3.6	6.1	3.7	0.5	2.6	2.0	6.3	5.4	3.2	1.7
COC(=O)c1ccc(N2CCOCC2)c(NC(=O)c2ccc3c(c2)OCO3)c1
 : 3.1	3.8	-9.0	-0.1	-9.3	-0.5	16.1	-6.7	-0.4	-0.6
O=C(O)c1ccccc1-c1ccc(/C=C/c2cc(C(F)(F)F)[nH]c(=O)n2)o1
 : i	5.8	-3.5	-16.7	0.9	-87.4	4.0	-28.9	-244.6	5.4
COc1cc(/C=N/n2nnnc2N)ccc1OC(C)C
 : -26.4	-2.8	17.2	1.6	-4.3	-32.9	9.7	-4.4	-95.2	2.9
C/C(CCc1oc2ccc(Br)cc2c1-c1ccc(C)o1)=N/O
 : 0.0	2.3	3.0	1.1	-15.0	-0.7	12.3	1.7	1.1	1.7
CCc1nc2c(OCc3ccc(F)cc3)cccn2c1N(C)C(=O)COc1ccccc1
 : -2.6	-5.4	6.6	0.9	1.7	-2.5	9.8	-6.1	0.0	-2.8
O=C(NCC1CCCO1)c1onc(CSc2ccc(Cl)cc2)c1C(=O)O (stereo not drawn)
 : -1.6	-2.4	-1.5	-0.3	10.4	-3.6	-0.2	2.1	-1.3	-0.1
O=[N+]([O-])c1cccc(S(=O)(=O)c2ccc(NCCOCCO)c([N+](=O)[O-])c2)c1
 : 1.0	6.8	-10.3	-0.5	6.0	0.2	0.1	1.2	0.0	3.7
COC(=O)c1cc(NC2c3ccccc3C(=O)N2c2cccnc2)cc(C(=O)OC)c1 (stereo not drawn)
 : -6.9	4.3	-1.9	1.1	-1.2	-8.1	3.5	1.6	-48.5	0.3
CCOc1ccccc1-c1nc(CN(Cc2cnn(C)c2)C(C)C)c(C)o1
 : -5.3	-8.1	0.6	-0.3	6.4	-5.8	-6.1	-4.2	-10.0	2.4
Nc1[nH]n2c(=O)cc(-c3ccccc3)nc2c1N=Nc1ccccc1
 : 4.2	-5.9	-8.0	-0.3	0.1	-2.3	-0.6	4.6	-4.6	0.3
CC(C)=C1C2CCC1C1C(=O)N(c3nc(-c4ccc(F)cc4)c(C)s3)C(=O)C21 (stereo not drawn)
 : 0.1	-11.7	11.3	0.5	-4.3	-3.1	-9.1	2.9	3.7	0.0
Cc1c(NC(=S)NC(=O)c2ccc(-c3ccc(Cl)cc3)o2)cccc1C(=O)O
 : -1.0	4.3	-2.2	0.9	6.3	-2.1	-1.3	1.7	-6.5	1.4
COc1ccc(N2C(=O)C(CC(=O)Nc3ccc(F)cc3)N(CCc3cccs3)C2=O)cc1 (stereo not drawn)
 : 3.8	-4.3	-8.7	-0.2	-1.1	-0.4	0.8	-1.0	1.7	1.0
O=C(NCCN1CCOCC1)N1c2ccccc2Sc2ccccc21
 : -0.5	-2.2	9.1	0.2	-0.4	-3.3	-11.7	-1.2	-5.2	1.5
CN(C)S(=O)(=O)c1ccc(Cl)c(NC(=O)COC(=O)/C=C/c2ccco2)c1
 : -1.4	1.0	4.0	-0.1	5.0	-3.3	7.3	3.0	2.8	0.2
CS(=O)(=O)N(CC(=O)N1CCCC1)c1cc(C(F)(F)F)ccc1Cl
 : 1.5	5.4	0.7	0.1	10.9	-6.1	3.6	3.7	6.1	-3.8
CC(CCc1ccccc1)NC(=O)c1nnc(Cc2ccc(F)cc2)o1 (stereo not drawn)
 : 0.7	13.2	6.9	0.4	1.0	0.5	1.3	-1.1	7.3	3.3
CCc1ccc(CNC(=O)c2ccc3c(c2)NC(=O)C(N2CCOCC2)S3)cc1 (stereo not drawn)
 : -2.6	-10.1	-10.4	0.6	-24.6	-4.2	4.4	1.8	2.5	1.7
COCc1[nH]nc2c1C(c1ccccc1)NC2=O (stereo not drawn)
 : 4.2	-1.6	-3.6	0.0	5.3	0.3	-2.1	9.0	-4.5	-2.6
CC(C)C(OC(=O)c1ccco1)C(=O)NCc1cccs1 (stereo not drawn)
 : 1.0	-6.9	-6.9	0.1	-3.5	-4.3	-5.5	-4.3	-12.5	-2.5
COc1cc2c(cc1OC)C(C)N(S(=O)(=O)c1cn(C)c(C)n1)CC2 (stereo not drawn)
 : 3.8	-5.5	2.8	0.6	6.5	-1.8	-2.4	-3.2	-3.4	1.0
CC1c2cc3c(cc2CCN1C(=O)c1ccc(Cl)cc1)OCCCO3 (stereo not drawn)
 : 6.2	0.4	-6.1	0.7	-15.1	2.1	-0.6	-2.6	0.8	2.1
NC(=O)N/N=C/c1cc(F)cc(F)c1
 : 1.1	-6.4	-8.4	-0.5	17.1	-6.4	8.6	0.7	-9.7	4.4

# Random excerpt: four records from the list.
# Each structure is followed by: PLCg1 inh	DDE Tn6 FP inh	TDP2 inh	KLK7 zymogen act	ASAP1 GAP inh	ADAM17 inh	ARFGAP1 inh	DDE Tn7 FP inh	ADAM10 inh	LEDGF integ inh
CC(C)C(OC(=O)c1ccco1)C(=O)NCc1cccs1 (stereo not drawn)
 : 1.0	-6.9	-6.9	0.1	-3.5	-4.3	-5.5	-4.3	-12.5	-2.5
CCc1ccc(CNC(=O)c2ccc3c(c2)NC(=O)C(N2CCOCC2)S3)cc1 (stereo not drawn)
 : -2.6	-10.1	-10.4	0.6	-24.6	-4.2	4.4	1.8	2.5	1.7
COCc1[nH]nc2c1C(c1ccccc1)NC2=O (stereo not drawn)
 : 4.2	-1.6	-3.6	0.0	5.3	0.3	-2.1	9.0	-4.5	-2.6
COc1ccc(N2C(=O)C(CC(=O)Nc3ccc(F)cc3)N(CCc3cccs3)C2=O)cc1 (stereo not drawn)
 : 3.8	-4.3	-8.7	-0.2	-1.1	-0.4	0.8	-1.0	1.7	1.0

# The listing continues:
# Each structure is followed by: PLCg1 inh	DDE Tn6 FP inh	TDP2 inh	KLK7 zymogen act	ASAP1 GAP inh	ADAM17 inh	ARFGAP1 inh	DDE Tn7 FP inh	ADAM10 inh	LEDGF integ inh
OC(CNCc1ccc(Cl)cc1)C(F)(F)F (stereo not drawn)
 : 0.5	-1.2	-2.1	-0.8	1.4	-1.9	-6.7	2.1	-5.7	-0.5
COc1ccc(OC)c(N(CC(=O)NCCSC2CCCCC2)S(=O)(=O)c2ccccc2)c1
 : -0.3	-11.1	0.9	-0.1	14.0	-1.3	5.4	5.3	-17.1	-2.9
CC(=O)OC[C@@H]1CN(Cc2ccccc2)C[C@H](n2cnc3c(N4CCOCC4)ncnc32)O1
 : -2.6	4.1	-5.8	0.2	-9.0	-0.9	-14.9	4.0	-7.2	0.7
CC(C)n1c(SCC(=O)N2c3ccccc3Sc3ccccc32)nc2c1c(=O)n(C)c(=O)n2C
 : 2.2	5.8	0.5	-0.3	-9.2	0.7	5.3	3.4	-1.1	-0.1
O=C(CCn1nnc2ccccc21)Nc1nnc(Cc2ccccc2)s1
 : -0.2	1.0	-9.4	0.8	23.2	-0.8	4.8	-12.1	-3.5	1.7
